# Bioassay records (PubChem)
# KDM5B inhibitor: blocks human KDM5B histone demethylase activity; KDM5B demethylase, FDH-coupled NADH fluorescence (FDH is formaldehyde dehydrogenase); AID 1347165; Q9UGL1; Potency, µM (series often up to 57.7 µM), inactives show top-dose activity change, negative = inhibition, actives largely listed as inhibitors; 2.6% of 220,000 active; active means well fitted inhibition curve with a large enough effect; inconclusive means small, poorly fitted or top-dose-only effect; inactive means no such curve, though single readings can be large or run the other way; further: 0% is about no effect; nearly all actives have a fitted effect of over 70% in size
#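 qHTS format, multiple compound concentrations. Buffer 50 mM HEPES pH 7.5/0.01% Tween-20; 200 nM KDM5BΔAP final; 10 min compound preincubation; substrate-mix levels 12.5 µM peptide, 25 µM α-KG, 0.25 mM NAD⁺; 30 min RT; ΔRFU.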
# Starred values were filed as active, the others as inactive; i = inactive; ? = inconclusive; [ ] = remark or other dose. Potency means the concentration at half of the fitted maximal effect. Not all compounds are listed (hit frequency here may not be typical).
nr	structure	KDM5B inhibitor
1	CCN(CC)C(=O)C[C@@H]1c2nc(NC(=O)c3cccs3)sc2C[C@@H]2[C@](C)(CO)[C@H](O)CC[C@]21C	?
2	Oc1ccc(Nc2nc3ccccc3n3cnnc23)cc1	?
3	COc1ccc(-n2c(=O)c3ccccc3n(Cc3ccccc3F)c2=O)cc1OC	13%
4	CCc1ccc(CN(C(=O)c2nc(S(C)(=O)=O)ncc2Cl)C2CCS(=O)(=O)C2)cc1 (stereo not given)	?
5	COc1ccc(C)cc1NC(=O)Cc1c(C(=O)O)c(C)cn1C	-1%
6	CC(Sc1nc2ccccc2[nH]1)C(=O)NC(=O)NC(C)(C)C (stereo not given)	21%
7	O=C(CN(Cc1ccc(F)cc1)S(=O)(=O)c1ccc(Cl)cc1)NCCO	14%
8	O=C(NC[C@H]1O[C@@H](CO)[C@@H](O)[C@H]1N1CCOCC1)c1ccco1	?
9	Cc1nn(Cc2c(F)c(F)c(F)c(F)c2F)c(C)c1NC(=O)c1ccnn1C	23%
10	CCC(C)Sc1c(C)cnc2c1c(=O)n(C)c(=O)n2C (stereo not given)	12%
11	Cc1cccc(C)c1N=C1C(=O)Nc2ccccc21	15%
12	CSc1nn2c(C(F)(F)F)cc(C(F)(F)F)nc2c1C(N)=O	22%
13	O=C(Cc1ccc(Cl)cc1)N1CCC(c2n[nH]c(=O)n2Cc2ccc(F)cc2)CC1	-13%
14	CCc1ccc(C(=O)N2[C@@H]3CC[C@H]2CC(NC(=O)c2ccncc2)C3)cc1 (stereo not given in full)	3%
15	CCC(C)NC(=O)N1CC(Oc2ccccc2-c2nc(-c3ccccc3)no2)C1 (stereo not given)	-25%
16	O=C(Nc1ccc(Cl)cc1)C1CCN(c2nc3ccccc3nc2C(F)(F)F)CC1	1%
17	CNC(=O)[C@@H]1C[C@H](n2cc(CN(C)C(=O)NCC3CCCCC3)nn2)CN1	17%
18	COc1cccc(-c2nc(SCc3cc(=O)c4cc(C)c(C)cc4[nH]3)n[nH]2)c1	-6%
19	COCCNC(=O)[C@H]1C[C@H](Oc2ccccc2)CN1C(=O)CC1CCCC1	15%
20	COC1C(=O)N(C2CCN(C(=O)c3ccccn3)CC2)C12CCOCC2 (stereo not given)	14%
21	O=C(O)CCC(=O)N1Cc2[nH]cnc2C[C@H]1c1nc(-c2ccc(OC(F)(F)F)cc2)no1	2%
22	Cc1cc2nc(CO[C@H]3CN(Cc4ccc(S(C)(=O)=O)cc4)C[C@H]3F)[nH]c2cc1C	-4%[86.2 µM]
23	CCCN1CCc2nc(N3CCN(CC)CC3)ncc2C1	?
24	COc1ccc2nc3sc(C(=O)O)cc3cc2c1	?

# From no. 19 as far as 24, copied from above:
nr	structure	KDM5B inhibitor
19	COCCNC(=O)[C@H]1C[C@H](Oc2ccccc2)CN1C(=O)CC1CCCC1	15%
20	COC1C(=O)N(C2CCN(C(=O)c3ccccn3)CC2)C12CCOCC2 (stereo not given)	14%
21	O=C(O)CCC(=O)N1Cc2[nH]cnc2C[C@H]1c1nc(-c2ccc(OC(F)(F)F)cc2)no1	2%
22	Cc1cc2nc(CO[C@H]3CN(Cc4ccc(S(C)(=O)=O)cc4)C[C@H]3F)[nH]c2cc1C	-4%[86.2 µM]
23	CCCN1CCc2nc(N3CCN(CC)CC3)ncc2C1	?
24	COc1ccc2nc3sc(C(=O)O)cc3cc2c1	?

# The listing continues:
nr	structure	KDM5B inhibitor
25	COc1ccc(C2Cn3cnc(C(=O)N4CCC(C(=O)Nc5ccc(C)cc5)CC4)c3CO2)cc1 (stereo not given)	-8%
26	N#Cc1cccc(NC(=O)C2CCN(S(=O)(=O)c3ccc4c(c3)CCCN4C(=O)C3CCC3)CC2)c1	-5%
27	CCOC(=O)C1=C(C)N=C2SC=C(CC(=O)N3CCC(C)CC3)N2C1c1ccc(C)cc1C (stereo not given)	-23%
28	O=C(c1cc2ccccc2oc1=O)N1CCSC1c1cccc(Cl)c1 (stereo not given)	-5%
29	COc1ccccc1Nc1nn2c(=O)c3ccc(C(=O)N4CCCC(C)C4)cc3nc2s1 (stereo not given)	?
30	COC(=O)CNC(=O)C1Cc2ccccc2CN1S(=O)(=O)c1ccc(F)cc1 (stereo not given)	24%
31	COc1ccccc1NCC(=O)NC(C)(C#N)C(C)C (stereo not given)	-7%
32	O=C1CC(C(=O)NCCc2ccccc2)SC(=Nc2ccccc2)N1 (stereo not given)	32%
33	Cc1ccc(C)c(NC(=O)N2CC=C(c3c[nH]c4ccccc34)CC2)c1	?
34	COc1ccc(-c2cc(C(=O)N3CCCCC3C)no2)cc1OC (stereo not given)	-27%
35	CS(=O)(=O)N1CCCC(c2nc(-c3cccnc3)no2)CCNC(=O)CC1 (stereo not given)	7%
36	CCCCC(=O)Nc1sccc1C#N	10%
37	CC(C)[C@]1(O)CN(C(=O)c2ccc3c(c2)CCCO3)C[C@H]1C	32%[activator]
38	COC(=O)COc1cccc(N)c1	-14%
39	CCOC(=O)c1cn(CC)nc1S(=O)(=O)N1CCOCC1	-6%
40	O=C(CSc1nnnn1-c1ccccc1C(F)(F)F)Nc1ccc2nccnc2c1	?
41	CCOC(=O)c1c(Oc2ccc(C(C)=O)cc2)nnc(-c2ccccc2)c1-c1ccccc1	-17%
42	CCS(=O)(=O)Nc1ccc(C(=O)NCc2cc3n(n2)CCNC3)cc1	-13%
43	O=C(NCc1ccccc1)c1ccccc1Nc1ccccc1	5%
44	Cc1c(F)cccc1NS(=O)(=O)c1ccc2c(c1)c(C)cc(=O)n2C	3%
45	Cc1ccc2c(C(=O)NCc3ccc(Cl)cc3Cl)cnn2c1	?
46	Cc1c(OCCC(C)C)ccc2c(C(F)(F)F)cc(=O)oc12	15%
47	CCCNC(=O)NC[C@@H]1C=C(C)[C@H](Cc2nc3ncccc3[nH]2)C[C@H]1C(C)C	-17%[86.2 µM]
48	CC(C)c1nc(CN(C)C(=O)c2cc(COc3ccccc3)[nH]n2)no1	7%
49	CCC(=O)Nc1ccc2c(c1)nc(CCn1ccnc1C)n2C	12%
50	COc1ccc(C)cc1NC(=O)CSc1nc(=O)n(Cc2ccncc2)c2c1CCC2	-13%
51	O=C(N/N=C/c1cccs1)c1cccc(Cl)c1	24%
52	CCn1cc2c(C(F)(F)F)cc(=O)n(CCC(=O)O)c2n1	?
53	Cc1ccc(N(CC#N)C(=O)CS(=O)(=O)c2cccc([N+](=O)[O-])c2)cc1	18%
54	O=C(CSc1ncc2c(n1)-c1cc(Cl)ccc1N(Cc1ccccc1F)S2(=O)=O)Nc1cccc(C(F)(F)F)c1	-1%
55	CC(=O)N1c2ccccc2C(=O)C1N1CCN(c2ccccc2)CC1 (stereo not given)	-12%
56	O=C(N/N=C/c1ccccc1)c1ccc[n+]([O-])c1	-12%
57	Cc1cccn2cc(CSc3ncnc4ccccc34)nc12	1%
58	Cc1ccc(CSc2ncc(Cl)c(C(=O)NCc3ccccc3)n2)cc1	-13%
59	CC(=O)N1c2ccccc2C(=O)C1N(C)c1ccc(C)cc1 (stereo not given)	-23%
60	Cc1nn2c(-c3ccco3)ccnc2c1-c1ccc(Br)cc1	3%
61	CN1C(=O)C(CC(=O)NCCc2nc(-c3cccnc3)n[nH]2)N(C)C1=O (stereo not given)	-10%
62	O[C@@H]1C[C@@H](c2nc(Cc3ccc(F)cc3Cl)no2)N(Cc2ccc(OC(F)(F)F)cc2)C1	?
63	Cc1ccc2c(=O)cc(C(=O)NCC(c3ccco3)N3CCOCC3)oc2c1C (stereo not given)	21%
64	N#Cc1cccc(Nc2ncnc3c2cnn3-c2cccc(Cl)c2)c1	-7%

# Random excerpt: 2 records from the list, in no set order.
nr	structure	KDM5B inhibitor
64	N#Cc1cccc(Nc2ncnc3c2cnn3-c2cccc(Cl)c2)c1	-7%
61	CN1C(=O)C(CC(=O)NCCc2nc(-c3cccnc3)n[nH]2)N(C)C1=O (stereo not given)	-10%

# Carrying on:
nr	structure	KDM5B inhibitor
65	O=C(NCc1cc2ccc(F)cc2[nH]c1=O)C1CC2(CCNCC2)CN1 (stereo not given)	-22%
66	Cn1cc(CCCNS(=O)(=O)c2cccc(C(=O)N3CCCC3)c2)cn1	-7%
67	O=C(Nc1cccnc1Cl)C1CCCCC1	22%
68	O=C(NCC1CN(C(=O)Cc2cccc(OC(F)(F)F)c2)CC12CN(c1ccccc1)C2)c1ccccc1 (stereo not given)	?
69	O=C(COc1ccccc1Cc1ccccc1)NCCCN1CCOCC1	23%
70	Cc1ccc2c(CN3C(=O)C(=O)N(C4CCCC4)C3=O)cc(=O)oc2c1C	13%
71	COCC1CN(C(C)=O)CC12CCN(C(=O)COc1cccc(C)c1)CC2 (stereo not given)	13%
72	CC(=O)c1cccc(NC(=O)C(C)n2c(=O)cc(C)c3c(C)nn(-c4ccccc4)c32)c1 (stereo not given)	-8%
73	Cc1cc(C)cc(OCc2nnc(SCC(=O)NC3CCCCCC3)n2C)c1	-17%
74	O=c1cc(-c2ccccc2F)oc2ccc(F)cc12	14%
75	O=C(NC1CCCC1)c1ccc2c(Cl)c3c(nc2c1)CCCC3	-3%
76	O=C(COC(=O)C1CCN(/C=C/C(=O)C(F)(F)F)CC1)NC(c1ccccc1)c1ccccc1	4%
77	O=C1CCC/C(=N/NC(=O)c2ccc(Cl)cc2)C1	?
78	Cc1noc([C@@H]2CN(C(=O)c3ccc(Br)o3)C[C@H]2CO)n1	19%
79	CCOc1ccc(NC(=O)c2cc3c(N4CCSCC4)nc(C)cn3n2)cc1	4µM*
80	Cc1c(C)c2ccc(OCc3nn[nH]n3)cc2oc1=O	?
81	CCCc1cc(C(=O)OCC(=O)NC(=O)NC2CCCC2)sc1C	-17%
82	O=C(CSc1nc(-c2ccco2)cc(C(F)(F)F)n1)N1CCCCCC1	1%
83	CC(C)C(=O)Nc1ccccc1OCc1cc(=O)n2ccccc2n1	-16%
84	O=C(/C=C/c1ccc(Cl)c([N+](=O)[O-])c1)c1cccnc1	?
85	CCN1CCN(c2cc3c(cc2F)c(=O)c(S(=O)(=O)c2ccccc2)cn3C)CC1	i
86	COc1ccc2c(c1)CN(Cc1ccccc1)CC[C@H]1COC(=O)N21	12%[86.2 µM]
87	O=C(Cn1nc2c(cc1=O)CCCC2)Nc1nc(-c2ccc3c(c2)OCCCO3)cs1	29%
88	Cc1[nH]ncc1CNC(=O)C1CCN(c2cnn(CC3CC3)c(=O)c2)C1 (stereo not given)	10%
89	Cc1nc(-c2cccc(N3CC(C(=O)NC4CCCCCCC4)CC3=O)c2)no1 (stereo not given)	-3%
90	Cc1cc(C)cc(NC(=O)CN(c2cccc(C)c2C)S(=O)(=O)c2ccccc2)c1	?
91	Cc1[nH]nc2c1C(c1ccc(F)cc1)C1=C(COC1=O)N2 (stereo not given)	?
92	COc1ccc(-c2nc(C)c(CCNC(=O)c3ccc(C(F)(F)F)cc3)s2)cc1OC	-8%
93	CCOc1cccc(CNC(=O)c2cc3n(n2)CC(c2ccc4c(c2)OCO4)OC3)c1 (stereo not given)	?
94	Cc1cc2cc(NC(=O)c3ccc(C)c(C)c3)ccc2[nH]1	3%
95	COc1ccc(-c2nc(NC(=O)c3ccc(C)c(F)c3)n[nH]2)cc1OC	10%
96	O=C(CSc1nc2ccccc2o1)OCC(=O)N1CCCC1	16%
97	O=C(c1ccccn1)N1CC(Oc2ccc(-c3noc(C4CC4)n3)cc2)C1	-29%
98	COc1ccc(CNC(=O)CSc2nc3ccccc3nc2Cc2ccccc2)cc1	-19%
99	CNC(=O)c1ccc2c(c1)NC(C)(CNc1ccccc1)CO2 (stereo not given)	?
100	CC(C)CNC(=O)C1CCCC1	20%
101	Cc1cc(Cl)ccc1OCC(=O)NC1CCN(C(C)C)CC1	5%
102	COc1ccc(C(=O)N2CCC3(CC2)NC(=O)N(c2ccccc2)N3)cc1	-26%
103	O=C(NCc1cccnc1)c1ccc2c(c1)n(Cc1ccc(F)cc1)c(=O)c1ccnn12	25µM*
104	N#Cc1cccc(C(=O)OCc2cc(-c3ccc(Cl)cc3)no2)c1	41%[activator]
105	COC(=O)C(Br)(C(=O)OC)C(OC)(C(=O)OC)C(=O)OC	?
106	CC(C)CCN1CCC(N2CCN(S(=O)(=O)c3ccc4c(c3)CCCC4)CC2)C1=O (stereo not given)	4%
107	O=C(NCc1ccc(S(=O)(=O)N2CCOCC2)cc1)c1cc(Br)ccc1O	-28%
108	COc1cc(OC)c(NC(C)c2nnc(-c3cccs3)o2)cc1Cl (stereo not given)	7%
109	CCOc1ccccc1NC(=O)c1ncoc1-c1ccc(C)o1	?
110	O=C(Nc1cccc2ccccc12)O[C@@H]1CO[C@H]2[C@@H]1OC[C@@H]2n1nnnc1-c1ccc(-c2ccccc2)cc1	?
111	Cc1cc(=O)[nH]c2sc3c(C(F)(F)F)cc(=O)[nH]c3c12	8%
112	COc1cccc(NC(=O)C2CCN(c3nc4ccccc4nc3C(F)(F)F)CC2)c1	15%
113	COC(=O)[C@H](C(C)C)N1Cc2nnn(Cc3ccccc3)c2-c2ccccc2S1(=O)=O	29%
114	CN(C)c1nc2c(c(=O)[nH]1)CCN(Cc1cc(F)cc(F)c1)CC2	0%
115	COc1ccccc1/C=C/CN1CCC(Oc2ccc(C(=O)N3CCCC3)cc2)CC1	16%
116	O=C(NC1CCCCC1)c1nc(Cl)ccc1Cl	25%

# Three entries from above, as labelled records:
35) CS(=O)(=O)N1CCCC(c2nc(-c3cccnc3)no2)CCNC(=O)CC1 (stereo not given)
  KDM5B inhibitor = 7%

67) O=C(Nc1cccnc1Cl)C1CCCCC1
  KDM5B inhibitor = 22%

76) O=C(COC(=O)C1CCN(/C=C/C(=O)C(F)(F)F)CC1)NC(c1ccccc1)c1ccccc1
  KDM5B inhibitor = 4%
